MLL CXXC-DNA inh = qHTS Fluorescence Polarization Assay for Inhibitors of MLL CXXC domain - DNA interaction; 290,000 tested, 0.037% active; MLL-CXXC / FITC-HOXA9 DNA fluorescence polarization; Histone-lysine N-methyltransferase 2A (Homo sapiens), Q03164; Potency, µM (titrated, usually from 115 µM), without a hit: top-dose activity change, negative = inhibition, hits mostly inhibitors; active = well fitted inhibition curve with a large enough effect in the polarisation, with a control signal flat, not every such curve was filed as active; inconclusive = small, poorly fitted or top-dose-only effect, or effect the other way, or a change in a side signal; inactive = no such curve, though single readings can be large or run the other way; the % refers to the polarisation
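Purified MLL-CXXC (added from a 7 uM solution) was preincubated 5 min at ambient with pinned compounds in 50 mM Tris-HCl pH 7.5, 50 mM NaCl, 1 mM DTT, 0.05% BSA. Fluorescein-labeled HOX-A9 DNA (50 nM solution) followed, 30 min, then polarization read.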
BRCA1 expr act = qHTS Assay to Identify Small Molecule Activators of BRCA1 Expression. MCF7-BRCA1-FFLuc reporter, luminescence, 48 h; response scale: scaled: vehicle 0%, 10 µM genistein 100%. Potency, µM (series often up to 46.1 µM), without a hit: at the highest dose activation, hits mostly activators. 380,000 tested, 1.1% active; also: nearly all actives have a fitted effect of over 80% in size; some results filed as inactive show a strong effect at the top dose
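Luminescence from a BRCA1-driven firefly luciferase in MCF7 cells was read after 48 h compound exposure at 37 C. Data normalized against DMSO and a 10microM genistein activation control, then curve-fitted across the titration.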
p53 reactivator = qHTS assay for re-activators of p53 using a Luc reporter; H1299 p53-A138V BP100-luciferase reporter, luminescence, 24 h; Potency, µM (highest dose often 92.2 µM), without a hit: top-dose activity change, positive = activation, usual class: activators; 320,000 tested, 0.063% active; AID 504706, 2011; also: % of control where 0% means no effect; nearly all actives have a fitted effect of over 45% in size
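p53-null H1299 cells stably carrying temperature-sensitive p53-A138V and a BP100-luciferase reporter were pinned with compounds (4-point, 1:5 series) and held 24 hrs at 37 deg C. Luminescence was read 10 min after detection reagent.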
uPA generation = qHTS for Inhibitors of Cell Surface uPA Generation; cell surface uPA generation assay, qHTS; 330,000 tested, 0.31% active; Potency, µM (titrated, usually from 38.3 µM), for inactives: top-dose activity change, negative = inhibition, usual class: inhibitors; active = well fitted inhibition curve with a large enough effect; inconclusive = small, poorly fitted or top-dose-only effect; inactive = no such curve, though single readings can be large or run the other way; tested in mouse RAW 264.7 cells; also: % is scaled to controls: 0 for no effect and ±100 for the full control effect; nearly all actives have a fitted effect of over 55% in size
RORg inh = qHTS for inhibitors of ROR gamma transcriptional activity; Nuclear receptor ROR-gamma (Mus musculus), P51450; Drosophila S2 Gal4-RORgamma UAS-luciferase reporter, 20 h; 310,000 tested, 5.4% active; Potency, µM (highest dose often 53.6 µM), without a hit: at the top dose activity change, negative = inhibition, actives largely listed as inhibitors; also: % is scaled to controls: 0 for no effect and ±100 for the full control effect; nearly all actives have a fitted effect of over 60% in size
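Drosophila Schneider cells stably carrying a metallothionein-driven Gal4 DBD–ROR gamma fusion and a UAS-Photinus luciferase reporter were exposed to compound for 1 hr, then induced with copper sulfate (700 uM final) for 20 hr at ambient temperature before luminescence reading.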
NPC1 promoter act = qHTS Assay for NPC1 Promoter Activators; Huh7 NPC1 promoter luciferase reporter, 24 h; Potency, µM (series often up to 9.22 µM), for the others: at the highest dose activation, usual class: activators; 320,000 tested, 2.4% active;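 also: % of control where 0% means no effect; nearly all actives have a fitted effect of over 60% in size; reporter is driven by a mutant NPC1 promoter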
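Stably transfected Huh7 (NPC1 promoter→luciferase), 1500 cells/well in Opti-MEM + 10% FBS, 2 h settle, then compound 24 h at 37 °C. Luminescence after 10 min with Amplite reagent.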
FLuc counter = qHTS profiling assay for firefly luciferase inhibitor/activator using purifed enzyme and Km concentrations of substrates (counterscreen for miR-21 project); 360,000 tested, 6.9% active; Potency, µM (highest dose often 57.5 µM), for the others: at the highest dose activity change, negative = inhibition, actives largely listed as inhibitors; purified FLuc, Km substrates, luminescence inhibition; Luciferin 4-monooxygenase (Photinus pyralis), P08659;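 also: plate controls were vehicle for no effect and reference inhibitor for full effect; nearly all actives have a fitted effect of over 55% in size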
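Purified P. pyralis luciferase, 10 nM final, with Km-level 10 uM D-luciferin and 10 uM ATP in 50 mM Tris acetate pH 7.5, 10 mM Mg acetate, 0.01% Tween-20, 0.05% BSA; 6-point qHTS titration about 60 µM downward; luminescence read.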
Gal4-VP16 FLuc = VP16 counterscreen qHTS for inhibitors of ROR gamma transcriptional activity; Potency, µM (titrated, usually from 53.6 µM), inactives show at the top dose activity, negative = inhibition, hits mostly inhibitors; Drosophila S2 Gal4-VP16 UAS-luciferase, luminescence, 20 h; 310,000 tested, 3.5% active; AID 2546, 2010;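 also: Gal4-VP16 expression switched on by copper sulfate through the metallothionein promoter; % is scaled to controls: 0 for no effect and ±100 for the full control effect; nearly all actives have a fitted effect of over 50% in size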
ELG1 genotox = qHTS screen for small molecules that induce genotoxicity in human embryonic kidney (HEK293T) cells expressing luciferase-tagged ELG1; HEK293T ELG1-luciferase reporter, luminescence, 16 h; 330,000 tested, 1.3% active; Potency, µM (titrated, usually from 46 µM), without a hit: at the top dose activity change, positive = activation, hits mostly activators; also: % of control where 0% means no effect; nearly all actives have a fitted effect of over 60% in size
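Cells (2,000/well) expressing the ELG1-luciferase fusion are dosed by pin tool and kept 16 hr at 37 °C, 5% CO2. Signal comes from ONE-Glo luciferase reagent after 30 min at room temperature.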
Rab9 prom act = qHTS Assay for Rab9 Promoter Activators; Huh7 Rab9 promoter-luciferase reporter, luminescence, 24 h; Potency, µM (doses to about 9.22 µM), for inactives: at the highest dose activation, negative = inhibition, usual class: activators; 320,000 tested, 2.8% active; also: % of control where 0% means no effect; nearly all actives have a fitted effect of over 60% in size
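Steps: seed 1500 Huh7 Rab9-luc cells per well, rest 2 h at 37 °C; add compound in DMSO; incubate 24 h; add luciferase reagent, 10 min ambient; read luminescence.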
MBNL1 CUG block = qHTS Assay for Inhibitors of MBNL1-poly(CUG) RNA binding | 280,000 tested, 0.036% active | Muscleblind-like protein 1 (Homo sapiens), Q9NR56 | Potency, µM (top dose mostly 57.5 µM), inactives show at the highest dose activity change, negative = inhibition, usual class: inhibitors | TR-FRET MBNL1-His/biotin-(CUG)12 binding, 665/545 ratio; active = well fitted inhibition curve with a large enough effect in the signal ratio, with a control signal flat, not every such curve was filed as active; inconclusive = small, poorly fitted or top-dose-only effect, or effect the other way, or a change in a side signal; inactive = no such curve, though single readings can be large or run the other way; the % refers to the signal ratio; also: % is scaled to controls: 0 for no effect and ±100 for the full control effect
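TR-FRET readout: Ex 340 nm, 665/545 nm emission ratio, normalized to buffer-only (basal) and MBNL1-(CUG)12 controls. Complex of MBNL1-His with Biotin-(CUG)12, compounds 92 nM–58 uM, incubated 60 min at room temperature.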
* = called active by the depositor; ? = inconclusive; . = no result given; & = joins results of further samples; [ ] = dose if it differs, or a comment. Unless noted, calls follow the shape of the dose curve; as a rule, active = well fitted curve in the direction sought with a large enough effect; inconclusive = small, poorly fitted or top-dose-only effect, or another doubt; inactive = no such curve, though single readings can be large; an effect the other way counts as inactive or inconclusive. Potency is read from the fitted curve at half-maximal effect. A portion of the library; count on the stated rates, not on these rows.

SMILES	MLL CXXC-DNA inh	BRCA1 expr act	p53 reactivator	uPA generation	RORg inh	NPC1 promoter act	FLuc counter	Gal4-VP16 FLuc	ELG1 genotox	Rab9 prom act	MBNL1 CUG block
CC(=O)ONC(=Nc1ccccc1)c1nonc1N	-8.3%	7.8%	-3.3%	0.6%	35.4%	-2.9%	-0.1%	-5.3%	1.9%	-1.5%	7.5%
Cc1noc(C)c1COc1cccc(C(=O)OCC(=O)N2CC(=O)Nc3ccccc32)c1	3.7%	-65.2%	-3.5%	-9.5%	-42.9%	-24.5%	5.1%	2.8%	1.2%	-1.4%	1.7%
COc1ccc(/C=N/NC(=S)Nc2cc(S(=O)(=O)N3CCOCC3)ccc2N2CCOCC2)cc1O	14.1%	-71.6%	-4.2%	-12.3%	?	-0.7%	?	?	-7.8%	-4.0%	11.0%
CCN(Cc1cnn(C)c1)Cc1nc(C2(c3ccc(C)cc3)CCCC2)no1	0.0%	-5.5%	0.7%	0.0%	15.5%	-5.5%	-1.6%	-6.1%	-4.5%	-2.5%	4.5%
CCCCOc1ccc(CSC2=NCCN2)cc1[N+](=O)[O-]	4.0%	-76.8%[inhibitor]	-1.6%	6.31µM*	-5.0%	20.4%	-1.8%	-6.0%	0.8%	9.0%	15.9%
O=C(c1ccccc1Br)N1CCN(c2ccccn2)CC1	?	-32.7%	-7.4%	-0.1%	8.3%	-11.1%	2.3%	2.7%	-3.6%	0.2%	-4.7%
CCc1ccc(CN2CCN(C(=O)c3ccco3)CC2)cc1	?	12.7%	6.5%	2.4%	-1.4%	3.2%	0.0%	16.3%	-5.8%	10.5%	-1.8%
Cn1nc(C(=O)NCc2ccccc2Cl)c2c1-c1ccccc1S(=O)(=O)C2	-11.7%	-32.8%	-4.7%	1.5%	15.8%	2.2%	-1.8%&-9.5%	-10.2%	-6.2%	8.9%	83.2%[activator]
CC(=O)c1ccc(OCc2cc(C(=O)N(C)C(C)c3nccs3)no2)cc1 (configuration not stated)	-8.8%	65.4%	19.8%	-7.3%	?	19.2%	?	3.7%	13.7%	16.0%	-2.0%
O=C(c1cccc(C(F)(F)F)c1)N1CCN(c2cc(=O)[nH]nc2-c2ccccc2)CC1	-0.8%	0.8%	-3.3%	-3.4%	13.3%	1.9%	7.4%	-3.4%	-0.5%	-3.3%	4.9%
COc1ccc(CCN2C(=O)C3C4CC(C5C(C(=O)O)=NOC45)C3C2=O)cc1OC (configuration not stated)	2.3%	45.1%	8.5%	1.3%	?	3.7%	1.1%	-0.6%	-0.1%	-0.2%	-17.1%
CC(=O)NCC(=O)OCC(=O)c1ccc(Cl)cc1	-1.2%	15.2%	11.4%	2.6%	-19.6%	0.9%	0.5%	-14.8%	-2.1%	-0.8%	-7.0%
COc1ccc(S(=O)(=O)NCCc2c[nH]c3ccc(Cl)cc23)cc1	3.5%	-11.9%	.	-0.5%	.	1.9%	3.3%	.	-2.4%	2.2%	-5.5%
COC(=O)C(C(=O)NCC1CCCO1)C1CCCC1 (configuration not stated)	1.8%	0.5%	3.2%	3.4%	2.5%	-0.4%	6.7%	0.3%	7.6%	9.8%	0.0%
CN(CCC#N)C(=S)Nc1ccc(Oc2ccccc2)cc1	-7.0%	11.8%	-3.3%	3.6%	36.1%	-0.3%	-2.4%	19.2%	1.5%	-6.3%	.
COC(=O)c1ccc(NC(=S)NCCC2=CCCCC2)cc1	8.2%	-30.3%	11.0%	14.1%	-7.6%	-10.4%	1.2%	0.8%	2.0%	-6.3%	0.0%
Cc1noc(NC(=O)c2ccccc2C(F)(F)F)c1C#N	-0.8%	-16.7%	-0.5%	6.4%	-22.8%	-7.3%	-1.1%	7.7%[10 µM]	-3.8%	-7.4%	-4.7%
O=C(O)CC(=O)Nc1cc(Cl)ccc1O	0.0%	1.5%	-1.5%	-4.7%	-5.7%	-0.6%	-0.1%	18.1%	0.2%	-1.8%	-0.3%
CC(NC(=O)CN1C(=O)NC(c2ccccc2)(c2ccccc2)C1=O)c1cccs1 (configuration not stated)	.	-5.6%	-3.6%	2.9%	.	0.4%	1.2%	.	-3.3%	-5.5%	.
CC(=O)c1c(N2CCN(C)CC2)nc(=S)n(-c2cc(C)ccc2C)c1C	3.5%	-1.8%	2.0%	-1.3%	-6.6%	-2.2%	-0.5%	-3.4%	1.1%	1.7%	-0.6%
COC(=O)c1ccc(-c2noc(CN(C)CC3CCCCO3)n2)cc1 (configuration not stated)	1.3%	88.0%	1.3%	4.0%	7.6%	7.4%	-3.7%	-3.0%	5.4%	29.1%	-10.4%
CCOC(=O)c1c(S(=O)(=O)N2CCCC(C)C2)c(C)n(C)c1C (configuration not stated)	-0.4%	7.5%	-2.0%	4.1%	15.8%	-4.0%	-1.2%	-5.1%	-1.6%[9.26 µM]	-1.3%	-2.8%
CN(C)/C=N/c1nc(Sc2ccc(C(F)(F)F)cc2[N+](=O)[O-])n[nH]1	3.1%	6.4%	5.0%	1.1%	9.4%	-0.5%	0.0%	3.2%	-0.6%	-3.3%	.
C[C@@H](C(=O)Nc1ccc2ccccc2c1)[C@@H]1C[C@@]1(C)[C@@H](NC(=O)OCc1ccccc1)c1ccccc1	6.7%	-4.2%	.	4.6%	12.1%&9.1%	-0.1%	3.2%	-5.7%&2.4%	-3.5%	-0.1%	-3.4%
COc1cccc(COC(=O)c2cc(S(=O)(=O)N3CCCCC3)ccc2N2CCOCC2)c1OC	.	13.6%	-2.7%	-6.0%	.	0.4%	0.7%	.	3.8%	-12.2%	.
Next section.
SMILES	MLL CXXC-DNA inh	BRCA1 expr act	p53 reactivator	uPA generation	RORg inh	NPC1 promoter act	FLuc counter	Gal4-VP16 FLuc	ELG1 genotox	Rab9 prom act	MBNL1 CUG block
COc1ccccc1NC(=O)Oc1ccc(C(C)=O)cc1	-1.6%	0.0%	-1.5%	-3.3%	15.1%	0.3%	2.5%	-0.8%	0.8%	0.9%	0.4%
COc1ccc(NS(=O)(=O)c2ccc3c(c2)CCCN3C(C)=O)cc1	5.8%	0.0%	-0.2%	-1.2%	2.1%	-1.8%	1.2%	7.0%	0.9%	-1.0%	2.4%
COc1ccc(C2C=C(C)Nc3nc4ccccc4n32)cc1 (configuration not stated)	-1.3%	35.9%	5.0%	4.4%	-38.6%	-7.1%	?	6.5%	?	-1.7%	5.3%
CCOCCCNC(=O)C1(O)c2ccccc2NC(=O)N1c1ccc(Cl)c(Cl)c1 (configuration not stated)	-1.4%	-12.7%	-3.8%	-1.2%	8.1%	2.1%	2.1%	-5.9%	2.0%	-4.9%	0.3%
CC(NC(N)=O)C(=O)OCC(=O)c1ccc(-c2ccccc2)cc1 (configuration not stated)	-1.3%	2.5%	-3.1%	6.0%	-61.7%	9.6%	12µM*	9.8%	6.9%	17.7%	.
NC(=O)[C@@H]1CC2(CC(c3cccc(NC(=O)[C@@H]4CCC(=O)N4)c3)=NO2)CN1C(=O)Cc1ccc([N+](=O)[O-])cc1 (some centres not stated)	-5.1%	0.0%	-1.6%	14.7%	5.2%	-2.2%	-0.6%	-9.2%	0.9%	-6.5%	?
CCc1c(C)c2ccc(O)c(CN(C)C)c2oc1=O	0.7%	2.7%	-1.3%	.	-20.1%	-0.6%	0.1%	-8.4%	-2.0%	0.4%	27.8%
O=C(Nc1nnc(Cc2ccccc2)s1)c1cccs1	1.3%	?	?	2.5%	-43.4%	?	?	?	?	1.78µM*	169.0%[activator]
C/C(=N/NC(=O)c1cccs1)c1ccco1	10.7%	12.6µM*	?	-4.6%	?	27.7%	16.9µM*	-19.4%	?	?	-10.5%

A stretch of the results above, for reference:
SMILES	MLL CXXC-DNA inh	BRCA1 expr act	p53 reactivator	uPA generation	RORg inh	NPC1 promoter act	FLuc counter	Gal4-VP16 FLuc	ELG1 genotox	Rab9 prom act	MBNL1 CUG block
O=C(Nc1nnc(Cc2ccccc2)s1)c1cccs1	1.3%	?	?	2.5%	-43.4%	?	?	?	?	1.78µM*	169.0%[activator]
C/C(=N/NC(=O)c1cccs1)c1ccco1	10.7%	12.6µM*	?	-4.6%	?	27.7%	16.9µM*	-19.4%	?	?	-10.5%
